# TROY NFkB inh – blocks TROY-dependent signaling in reporter cells; Q293 LMP1-TROYcd NF-kB luciferase reporter, 4 h; inhibition, % at 10 µM; 360,000 compounds, 0.98% hits;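 active means compounds whose plate-normalised and pattern-corrected inhibition of the luciferase reporter signal at the single screening dose is 50% or more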
# EBV LMP1 NFkB – inhibitors of Epstein-Barr LMP1-induced NF-kappaB reporter | LMP1-induced NF-kappaB luciferase reporter cells, luminescence | inhibition, % at 12.5 µM | 350,000 compounds, 0.69% hits | AID 504558; in the data active means inhibition above about 41%;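 further: 0% = neutral control wells and 100% = reference inhibitor control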
# NCOA2 inhibitor – human SRC2 (NCOA2) inhibition; Q15596; HEK293 GAL4-SRC2 luciferase reporter, luminescence; inhibition, % at 9 µM; 370,000 compounds, 0.17% hits; AID 651957;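 active means inhibition above the mean inhibition of all tested compounds plus 3 SD, set per campaign, cut at about 52% in these data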;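 further: 0% = DMSO treated cells and 100% = cells given Gossypol at 36 µM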
# Target sequence (Q15596 whole entry, looked up, the tested form may be a part): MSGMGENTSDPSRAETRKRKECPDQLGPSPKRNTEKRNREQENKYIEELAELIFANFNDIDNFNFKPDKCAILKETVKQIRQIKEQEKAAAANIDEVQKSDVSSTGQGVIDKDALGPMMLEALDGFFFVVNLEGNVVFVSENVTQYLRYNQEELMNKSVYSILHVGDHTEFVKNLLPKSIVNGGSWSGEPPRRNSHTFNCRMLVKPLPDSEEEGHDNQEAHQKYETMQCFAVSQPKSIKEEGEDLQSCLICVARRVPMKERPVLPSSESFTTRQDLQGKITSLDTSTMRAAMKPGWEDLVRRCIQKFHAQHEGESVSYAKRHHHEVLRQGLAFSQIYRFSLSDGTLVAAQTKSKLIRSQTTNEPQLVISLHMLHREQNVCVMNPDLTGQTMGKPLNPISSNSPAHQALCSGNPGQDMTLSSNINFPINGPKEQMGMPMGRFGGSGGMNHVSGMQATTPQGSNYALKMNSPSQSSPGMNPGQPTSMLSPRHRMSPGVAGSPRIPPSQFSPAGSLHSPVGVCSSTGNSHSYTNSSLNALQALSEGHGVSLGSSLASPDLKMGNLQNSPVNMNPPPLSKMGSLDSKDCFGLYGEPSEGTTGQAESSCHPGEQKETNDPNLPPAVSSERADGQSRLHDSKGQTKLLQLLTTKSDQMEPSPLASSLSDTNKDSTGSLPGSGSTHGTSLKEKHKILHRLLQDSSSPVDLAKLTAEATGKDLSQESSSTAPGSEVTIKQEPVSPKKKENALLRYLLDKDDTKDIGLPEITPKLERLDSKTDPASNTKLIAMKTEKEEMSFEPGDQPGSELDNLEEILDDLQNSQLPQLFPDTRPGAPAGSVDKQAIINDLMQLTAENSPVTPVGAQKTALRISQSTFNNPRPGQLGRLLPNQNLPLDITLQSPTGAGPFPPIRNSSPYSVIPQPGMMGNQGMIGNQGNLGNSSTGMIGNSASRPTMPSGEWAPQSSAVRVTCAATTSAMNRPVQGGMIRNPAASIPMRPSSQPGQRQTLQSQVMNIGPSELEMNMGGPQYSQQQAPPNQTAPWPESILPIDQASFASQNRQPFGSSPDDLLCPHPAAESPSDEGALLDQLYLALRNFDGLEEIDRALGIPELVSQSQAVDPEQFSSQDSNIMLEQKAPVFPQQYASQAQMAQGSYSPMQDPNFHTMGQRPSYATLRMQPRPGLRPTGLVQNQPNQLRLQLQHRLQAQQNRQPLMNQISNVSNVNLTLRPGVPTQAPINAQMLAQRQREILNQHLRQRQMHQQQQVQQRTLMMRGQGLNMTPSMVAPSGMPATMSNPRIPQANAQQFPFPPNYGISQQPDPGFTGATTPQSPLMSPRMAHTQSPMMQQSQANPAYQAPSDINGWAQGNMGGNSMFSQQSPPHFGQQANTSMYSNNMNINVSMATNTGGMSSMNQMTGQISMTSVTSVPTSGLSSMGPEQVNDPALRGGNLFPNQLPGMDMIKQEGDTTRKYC
# TRAIL sens C8 – caspase-8 TRAIL sensitization; NB7+C8 cells + TRAIL, ATPlite viability luminescence; 360,000 compounds, 1% hits; AID 624354; inhibition (viability loss, TRAIL sensitization), % at 10 µM;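 active means compounds causing at least 50% loss of cell viability in the single-dose screen, relative to plate controls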
# LRH-1 inv ag – inverse agonists of human LRH-1 (NR5A2) | HEK293T StAR-luciferase reporter, LRH-1 transfected, 24 h | 360,000 compounds, 0.13% hits | O00482 | inhibition, % at 3.6 µM;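 active means inhibition above the mean inhibition of all tested compounds plus 3 SD, cut at about 73% in these data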;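 further: 0% = DMSO wells and 100% = reporter-only cells lacking LRH-1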
# SRC3 inh – inhibits human SRC3 coactivator; Q9Y6Q9; HEK293 GAL4-SRC3 luciferase reporter, luminescence; inhibition, % at 3.6 µM; 360,000 compounds, 0.17% hits; AID 588352;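 active means inhibition above a per-campaign cutoff, the mean of all compounds plus 3 SD, cut at about 60% in these data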;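 further: 0% = DMSO-treated cells and 100% = gossypol-treated cells at 36 µM; higher means less SRC3-driven luciferase light from the GAL4 reporter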
# NCOA1 inh – human NCOA1 inhibition. inhibition, % at 3.6 µM. HEK293 GAL4-SRC1 luciferase reporter, luminescence. 360,000 compounds, 0.12% hits. AID 588354. Q15788;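 active means inhibition above the campaign mean plus 3 SD, with each screening campaign given its own cutoff, cut at about 60% in these data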;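 further: 0% = DMSO treated cells and 100% = gossypol at 36 µM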
# NR2F2 inh – NR2F2 (human) inhibition, primary screen | HEK293T NGFI-A luciferase reporter, luminescence | P24468 | 370,000 compounds, 0.7% hits | inhibition, % at 8.6 µM;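 active means inhibition above a per-plate cutoff, mean inhibition of test wells between control levels plus 3 SD, cut at about 38% in these data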;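 further: cells cotransfected with COUP-TFII expression vector driving the NGFI-A reporter; 0% = median of COUP-TF2 test wells and 100% = reporter-only cells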
# TWEAK Fn14 block – inhibitors of TWEAK-Fn14 interaction signaling; TWEAK-stimulated Fn14 reporter cells, luciferase luminescence, 8 h; inhibition, % at 10 µM; 360,000 compounds, 2% hits; AID 1159606; in the data active means inhibition above about 50%
# NOD2-RIPK2 inh – blocks binding of human NOD2 to RIPK2 | O43353 | CHO BLA complementation NOD2-RIPK2, CCF4 ratio | inhibition, % at 4.98 µM | 360,000 compounds, 0.38% hits; in the data active means inhibition above about 21%;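 further: 0% = vehicle only and 100% = reference blocker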
# TLR9-MyD88 block – blocks human TLR9 binding to MyD88 | CHO BLA complementation TLR9-MyD88, CCF4 FRET ratio | 340,000 compounds, 0.21% hits | inhibition, % at 4.98 µM | Q9NR96+Q99836 | AID 504734;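 active means inhibition above the mean over all tested compounds plus 3 SD, cut at about 21% in these data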;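 further: 0% = DMSO only wells and 100% = clavulanate BLA inhibitor control wells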
# * marks the source's active call; other numbers are inactive results; x = not tested or not shown. The list is partial, so the mix of outcomes need not match the whole.
SMILES,TROY NFkB inh,EBV LMP1 NFkB,NCOA2 inhibitor,TRAIL sens C8,LRH-1 inv ag,SRC3 inh,NCOA1 inh,NR2F2 inh,TWEAK Fn14 block,NOD2-RIPK2 inh,TLR9-MyD88 block
O=c1n(Cc2ccccc2Cl)nc2n1-c1ccccc1SC2,-69.5,-46.4,-50.6,4.0,-46.6,-56.3,-67.5,-14.5,-30.2,-7.2,1.1
CC(C)(C)CC(C)(C)NCC(O)COCCOc1ccc(Br)cc1 (stereo unspecified),14.6,-15.6,6.1,20.0,-10.1,23.9,-9.7,0.5,-11.1,7.9,5.0
CC1(C)CC(=O)C(C=NCCN2CCN(C(=S)NC3CCCCC3)CC2)=C(O)C1,13.1,14.3,-7.2,-3.0,-5.9,7.2,7.2,26.6,-10.8,-10.5,-6.2
COc1ccc(OC)c(/C=N\NC(=O)CSc2nnc(CCCc3ccc(OC)c(C)c3)o2)c1,14.1,6.7,6.6,1.2,9.0,1.3,-14.3,14.7,27.2,-8.7,-2.4
Cc1ccccc1Nc1nc(N)nc(CSc2nc3ccccc3s2)n1,-19.8,-4.4,-3.2,-8.3,-24.5,-10.8,-5.4,-29.1,-17.3,-4.4,1.4
Cc1cc(OC(=O)C(C)(C)C)c([N+](=O)[O-])c(=O)[nH]1,-3.9,-3.3,5.5,-8.8,-9.1,-6.3,-4.8,-10.8,1.6,4.5,4.5
Cc1ccc([C@@H]2CC=C(C(=O)O)[C@H](c3ccc(Br)cc3)N2S(=O)(=O)c2ccccc2C)cc1,32.9,2.7,4.8,-6.3,-1.2,-2.7,4.9,3.6,33.7,-9.3,-1.9
O=C(Nc1ccc(N2CCN(C(=O)c3ccccc3)CC2)cc1)c1cc2ccccc2o1,70.4*,14.5,-19.9,52.2*,4.1,-10.3,23.5,19.6,91.1*,-0.2,-5.1
CCCc1nc2ccc(C)cn2c1Cc1ccccc1OC,-7.5,x,-9.3,-4.0,-35.6,-20.3,-7.0,-7.8,-21.8,-0.6,x
O=C(Nc1nnc(-c2ccc(Br)cc2)o1)c1cccc(N2C(=O)CCC2=O)c1,-12.6,3.7,-2.9,-2.2,-2.2,0.8,-32.6,3.6,-9.4,0.1,2.8
C/C(=N\O)C(C)/[N+]([O-])=C/c1nc(C)c(C)n1O (stereo unspecified),-9.3,-5.4,-7.9,4.3,5.2,-5.1,-4.1,-7.7,1.2,-6.0,-7.6
Cc1nnc(SCC(=O)Nc2ccc(Cl)cn2)s1,1.4,1.7,-17.5,1.3,-2.5,4.7,4.4,3.5,-5.4,-10.2,2.9
CCCC(C)n1[nH]c(=O)c2c(C)cc(C)nc21 (stereo unspecified),0.7,-2.1,8.4,-4.5,-11.2,-17.6,-3.1,2.7,9.4,-3.5,5.2
Nc1nc(SCC(=O)Nc2ccc3c(c2)OCO3)n[nH]1,-15.7,5.1,-34.5,3.8,1.6,9.0,-11.9,-15.7,14.4,0.2,-11.1
CN(C)CCCNC(=O)c1cc2c3ccccc3n(C)c2s1,-3.9,9.6,-9.9,-0.8,-4.9,8.1,-9.8,-0.7,1.0,-17.3,1.5
O=C(COc1ccccc1[N+](=O)[O-])Nc1ccccc1N1CCCC1,-4.8,-11.2,3.9,-0.9,6.9,3.7,11.4,4.8,1.6,2.8,-0.8
COc1cc(NC(=O)CCCn2c(=S)[nH]c3ccccc3c2=O)cc(OC)c1OC,3.3,2.2,-18.2,4.5,13.0,13.1,14.0,5.3,4.2,-6.9,-2.9
CCCCN(C(=O)C(C)Oc1ccc(Br)cc1)c1c(N)n(CC(C)C)c(=O)[nH]c1=O (stereo unspecified),2.9,-0.3,-8.3,13.4,2.7,-8.0,9.7,6.4,-1.0,-5.8,-3.7
Cc1ccc(C(C(=O)NCc2ccco2)N(C(=O)CNC(=O)c2cccs2)c2ccc(C)cc2)cc1 (stereo unspecified),10.8,-3.3,5.2,5.2,-12.4,14.0,-15.6,10.1,14.3,-6.3,2.9
CCCOc1cccn2c(N(C)C(=O)c3ccccc3F)c(CC)nc12,-7.7,x,-17.1,-1.1,-11.6,-2.7,-5.8,3.3,0.5,-1.7,x
CCC(Sc1nc(N)c(NC(=O)c2ccco2)c(=O)[nH]1)C(=O)O (stereo unspecified),13.2,1.3,-5.0,-5.7,-26.0,-10.1,-0.9,-14.3,10.7,-8.9,-12.4
CCOc1ccc(NC(=O)CN(C)C(=O)c2cc([N+](=O)[O-])ccc2Sc2ccccc2)cc1OCC,-1.4,-6.6,-2.6,-5.2,-8.2,23.9,3.1,9.2,10.8,7.5,-2.3
CN(CC(=O)Nc1ccc(F)cc1)C(=O)c1cccc(S(=O)(=O)N2CCN(c3ccccc3)CC2)c1,10.5,16.1,11.7,3.5,27.8,8.2,-1.1,15.6,7.7,3.1,3.3
CCOc1ccc(-n2ccc(=O)c(C(=O)Nc3ccc(S(=O)(=O)Nc4nccs4)cc3)n2)cc1,-11.8,x,-3.0,4.0,-23.9,16.2,-18.8,7.6,0.0,1.2,7.5
CCC(C)NC(=S)Nc1ccc2nc(N3CCOCC3)cc(C)c2c1 (stereo unspecified),-22.9,-2.0,-2.9,3.9,1.3,0.7,-3.9,-25.0,-61.7,1.5,-1.7
CC(=O)c1ccc(OCC(O)CN2CC(C)OC(C)C2)cc1 (stereo unspecified),-9.2,0.2,-0.6,-13.7,6.4,-2.9,-8.2,-14.6,-6.7,-5.6,4.4
O=C(Nc1ccc(C(F)(F)F)cc1-c1ccccc1)c1ccccc1,0.7,-0.8,11.6,4.9,-6.8,9.6,2.2,2.0,6.0,-0.3,-11.6
C1=C(c2cc3ccccc3cn2)CCCC1,-60.1,-7.3,-60.3,-5.1,-57.4,-98.2,-65.0,-23.8,-10.1,-3.2,-2.5
COc1cc(/C=N/Nc2ccc(C(=O)O)cc2)ccc1O,27.0,28.7,-11.2,1.1,-113.0,-57.0,-99.3,-32.7,71.5*,-2.0,-3.7
OC(COc1ccc2ccccc2c1)CN1CCN(c2ccc(F)cc2)CC1 (stereo unspecified),6.3,6.9,24.1,0.9,-7.5,6.2,-9.9,-8.8,-21.4,0.5,2.3
O=c1[nH]c(=S)[nH]c2nc(-c3ccccc3)cnc12,-7.6,-2.0,-46.8,0.0,-11.0,2.7,3.5,2.0,15.2,-0.1,-0.3
O=C1c2ccccc2C(=O)N1CCC(O)C[N+](=O)[O-] (stereo unspecified),4.8,-7.6,-22.1,-2.5,-0.6,8.5,-2.2,-4.9,-2.3,-8.5,2.6
O=C(Nc1ncc([N+](=O)[O-])s1)C1CCN(S(=O)(=O)c2cnc[nH]2)CC1,-38.8,-3.3,-17.2,-14.5,-15.8,-28.1,-16.4,-23.3,-1.5,0.4,-0.6
Cc1ccc(C(=O)NC(=O)CSc2nncn2C)cc1,-11.9,-4.5,10.5,-6.8,11.4,1.4,-0.3,0.6,4.2,3.3,7.7
O=C(Nc1ccc(S(=O)(=O)Nc2ccc(F)cc2)cc1)c1ccc(CN2CCOCC2)cc1,40.4,-5.1,32.2,28.5,34.8,33.0,23.8,72.8*,49.8,-2.6,1.0
COc1cc2cc(CN(CCN3CCOCC3)C(=O)Nc3ccc(F)cc3)c(=O)[nH]c2cc1OC,12.1,-4.3,-17.1,3.6,-7.9,6.2,-0.5,9.2,-12.1,-3.1,0.3
CCc1ccc(C(=O)Nc2cc(S(=O)(=O)N3CCOCC3)ccc2N2CCOCC2)cc1,7.9,7.7,0.4,13.8,12.0,9.8,12.2,-1.4,-11.2,-7.5,-0.6
CCC1=Nc2cc(C(=O)NCCCN3CCN(C)CC3)ccc2Sc2ccccc21,3.8,-0.8,-5.8,0.4,1.0,4.6,-8.5,7.9,-7.6,-5.9,-13.4
O=C(O)c1ccc(NC(C(=O)c2ccccc2)c2ccccc2)cc1 (stereo unspecified),-27.9,-9.1,-24.4,2.5,-12.0,-96.5,-17.1,3.3,-8.1,1.2,5.5
CC(=O)c1ccc(NC(=O)N2C3CCC2CC(O)(c2cccnc2)C3)cc1 (stereo unspecified),-14.9,-1.2,-25.9,-14.4,-9.4,12.4,-17.3,0.0,-18.0,5.3,5.0
CC(=O)Nc1ccc(NC(=O)CSc2nc(=O)n3cccc(C)c3n2)cc1,-21.4,3.4,8.5,0.8,25.4,9.6,-7.2,11.0,-2.1,0.6,7.4
CC(C)CSc1nnc2[nH]c(=O)cc(N)n12,13.7,1.2,-10.6,5.2,13.1,-1.7,1.5,11.3,-33.3,-24.8,-3.0
Cc1cccc(C(C)C)c1NC(=O)CSc1nncn1C,-8.9,-2.2,5.3,-2.3,-0.1,10.6,-3.8,-13.3,-2.5,-11.7,9.4
O=C(CNC(=O)c1ccccc1)NCC(c1ccco1)N1CCCC1 (stereo unspecified),-9.4,4.9,5.8,2.8,-8.9,10.1,-9.0,-11.8,-7.9,-0.4,-5.4
O=c1sc2ccccc2n1CCOc1ccccc1,-82.5,-37.0,-50.4,9.5,-116.0,-84.3,-90.6,-9.3,-8.7,-3.8,0.6
Cc1cc(C)c(S(=O)(=O)/N=C2\C=C(Nc3ccc(C(=O)O)cc3)C(=O)c3ccccc32)c(C)c1,62.4*,8.9,47.7,58.2*,41.4,33.6,18.8,17.3,96.5*,-0.1,1.2
Cc1nc2c(C)cccc2cc1C(=O)N/N=C/c1ccc(O)cc1,-21.9,-18.6,-14.6,5.7,9.1,19.8,-6.7,-4.7,9.1,0.8,-0.9
O=C(N/N=C/c1cn(-c2ccccc2)nc1-c1cccs1)c1ccccc1F,-4.4,-23.7,x,12.0,-36.2,-10.9,-33.9,x,21.4,-6.4,-5.2
O=c1oc2c(CN3CCOCC3)c(O)c(Cl)cc2c2c1CCCC2,-20.7,-2.0,-25.7,2.9,-8.4,-4.8,6.6,-15.4,5.9,-13.2,-3.2
COc1ccc(CNCCCn2cnc3c(SC)ncnc32)cc1,-8.9,5.0,-20.4,6.0,4.5,-11.3,0.9,3.5,-2.7,-7.5,-6.2
Cc1cccc(C2c3[nH]c4ccccc4c3CCN2C(=O)c2ocnc2C)n1 (stereo unspecified),-4.8,6.2,-52.2,-3.1,13.6,3.7,-5.2,9.3,-6.0,-0.5,6.6
O=[N+]([O-])c1ccc2nccn2c1,8.6,2.5,2.3,1.5,-0.1,20.2,0.0,5.0,9.5,-3.5,5.4
C=CCn1c(SCc2csc(-c3ccc(Cl)cc3)n2)nnc1-c1ccccc1OC,6.7,12.6,-0.6,3.8,9.8,-0.1,15.5,13.2,8.7,-6.4,-2.4

# In the list so far, these have a thiophene ring, fused or not:
SMILES,TROY NFkB inh,EBV LMP1 NFkB,NCOA2 inhibitor,TRAIL sens C8,LRH-1 inv ag,SRC3 inh,NCOA1 inh,NR2F2 inh,TWEAK Fn14 block,NOD2-RIPK2 inh,TLR9-MyD88 block
CN(C)CCCNC(=O)c1cc2c3ccccc3n(C)c2s1,-3.9,9.6,-9.9,-0.8,-4.9,8.1,-9.8,-0.7,1.0,-17.3,1.5
Cc1ccc(C(C(=O)NCc2ccco2)N(C(=O)CNC(=O)c2cccs2)c2ccc(C)cc2)cc1 (stereo unspecified),10.8,-3.3,5.2,5.2,-12.4,14.0,-15.6,10.1,14.3,-6.3,2.9
O=C(N/N=C/c1cn(-c2ccccc2)nc1-c1cccs1)c1ccccc1F,-4.4,-23.7,x,12.0,-36.2,-10.9,-33.9,x,21.4,-6.4,-5.2

# Screening data (PubChem)
